Source: PubChem BioAssay
IEC-6 tox: cytotoxicity in IEC-6 intestinal epithelial cells, primary screen, cytotoxicity control for KLF5 inhibitor project, cell-based, luminescence; IEC-6 cytotoxicity, luminescence viability; inhibition, % at 5 µM; 290,000 tested, 0.78% active; AID 1825, 2009; in the data active = inhibition above about 22%;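 also: 0% = plate median of test compound wells and 100% = cytotoxic reference compound wells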
HSF1 inhib: HSF1 inhibitors in luciferase reporter cells, primary screen, cell-based, NIH3T3, luminescence; NIH3T3-HGL HSE-luciferase, MG132-induced, luminescence 8 h; active compounds read low; activity change, negative = inhibition, % at 7.5 µM (by protocol); 300,000 tested, 0.77% active; AID 2098, 2009;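 active = more than half of replicate wells show activity change below -50%, luminescence cut by over half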;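 also: luciferase reports HSF-1 transcriptional activity via heat shock element; 0% = median of DMSO wells and -100% = zero luminescence signal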
KLF5 inhibitor: KLF5 expression inhibitors, primary screen, DLD-1 cells, luminescence. DLD-1 KLF5 promoter-luciferase reporter. inhibition, % at 5 µM. 290,000 tested, 0.23% active;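 active = inhibition above a per-plate limit of that plate's mean compound inhibition plus 3 SD, cut at about 60% in these data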;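 also: 0% = DMSO wells and 100% = LY294002 at 200 µM; higher means less KLF5 promoter-driven luciferase light; inactives centre near -14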
aSyn 5UTR inh: MLPCN primary screen, SNCA 5' untranslated region; 300,000 tested, 0.82% active; alpha-synuclein 5'UTR reporter, inhibitor activity; inhibition, % (tested at 7.5 µM); in the data active = inhibition above about 60%;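 also: H4 neuroglioblastoma cells stably carrying SNCA 5'UTR luciferase fusion; 0% = DMSO wells and 100% = positive control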
SKKanGAS inh: S. pyogenes SKKanGAS growth inhibitors in kanamycin, primary screen, streptokinase expression inhibitor project, SKKanGAS strain, BacTiter-Glo luminescence. 6 h. inhibition, % at 7.5 µM. 300,000 tested, 1.3% active. AID 1662, 2009;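 active = mean replicate score, as percent of positive control median, at least 50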;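 also: strain carries kanamycin resistance gene driven by streptokinase promoter and grows in 40 µg/ml kanamycin; loss of luminescence reflects streptokinase promoter inhibition or plain growth inhibition; 0% = median of DMSO wells and 100% = positive control at its reference dose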
AI-2 QS modul: Vibrio harveyi AI-2 quorum sensing modulators, primary screen, JMH597 strain, luminescence/OD600 ratio. activity change, % at 7.5 µM. 300,000 tested, 0.4% active. Vibrio harveyi JMH597 AI-2 luminescence/OD600 ratio, 9 h; active compounds read low; strain lacks LuxN and CqsS sensors; 0 = neutral-control median. AID 2094, 2009; in the data active = activity change below about -75%, passing the limit was not always enough;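 also: luminescence divided by OD600 gain over 9 h not by final OD600 alone; inactives centre near 13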
Platelet DG rel: inhibitors of platelet dense granule secretion, primary screen, cell-based, MLPCN, human platelets | human platelet-rich plasma, SFLLRN dense granule ATP release, luminescence | inhibition, %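 (compounds screened at 7.5 µM in platelet-rich plasma)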 | 300,000 tested, 0.22% active;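 active = mean replicate score, as percent of positive control, at or above 50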
HSP90 inh: HSP90 inhibitors, primary screen, cell lysate, luminescence; Heat shock protein HSP 90 (rabbit reticulocyte lysate; luciferase refolding); Rabbit reticulocyte lysate, luciferase refolding luminescence, 3 h; inhibition, % at 5.6 µM; 290,000 tested, 0.91% active;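 active = inhibition above the screen-wide mean plus 3 SD, computed separately per campaign, cut at about 16% in these data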;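 also: 0% = DMSO wells and 100% = 60 µM geldanamycin wells; inhibitors lower the luminescence because luciferase stays unfolded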
HIF activator: HIF pathway transcriptional activators, primary screen, cell-based, U2OS HRE-luciferase, luminescence; activation, % at 7.5 µM (by protocol); U2OS HRE-luciferase reporter; normalized: DMSO 0%, desferrioxamine 100%; AID 1910, 2009; 300,000 tested, 0.32% active;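 active = mean activation of at least 10% of the iron chelator positive control signal, with at least half of replicates also reaching 10%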
HSF-1 act: HSF-1 activators, primary screen, NIH3T3-HGL cells, MG132 stress, luminescence, single point; NIH3T3-HGL HSF-1 luciferase reporter, 8 h; 100% = twice DMSO control signal; activation, % at 9 µM; 300,000 tested, 1.7% active; AID 504408, 2011;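 active = mean replicate activation of at least 50% with a set share of replicates each reaching 50%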;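 also: 0% = median of the neutral control wells and 100% = twice that signal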
The depositor's hits bear a star; x = not tested or not shown.

SMILES	IEC-6 tox	HSF1 inhib	KLF5 inhibitor	aSyn 5UTR inh	SKKanGAS inh	AI-2 QS modul	Platelet DG rel	HSP90 inh	HIF activator	HSF-1 act
CCOC(=O)c1ccccc1NC(=O)CSc1cccc[n+]1[O-]	4	-1	-4	11	-9	21	2	-3	0.0	-1
COc1ccc(-c2csc(N3CCOCC3)n2)cc1OC	-1	-2	-110	-80	-5	3	1	3	0.5	12
O=C(NCC1CCCO1)C1CCN(S(=O)(=O)c2ccc(Br)cc2)CC1 (stereo unspecified)	-1	0	-24	-3	-2	-5	-11	6	-0.3	8
COc1ccc(OC)c(NC(=O)CSC2=NCCS2)c1	-7	1	-4	-12	-2	5	-2	-2	-0.1	10
C=CCn1c(SCC#N)nnc1-c1ccc2ncccc2c1	0	-2	-1	-10	3	-7	10	-1	0.4	2
Oc1c(N=Nc2ccccc2)sc2ccccc12	-5	29	-144	-192	8	9	56*	18*	-1.2	43
Cc1cc(S(=O)(=O)NC(C)C)ccc1OCC(=O)NCc1ccccc1	3	-3	6	7	10	15	1	5	0.1	-17
CC(C)CN(C(=O)COC(=O)Cn1cnc2ccccc2c1=O)C1CCS(=O)(=O)C1 (stereo unspecified)	-4	9	-22	-2	-2	14	-2	-3	-0.2	-5
CCOC(=O)CSc1nc2ccc(S(=O)(=O)N3CCOCC3)cc2[nH]1	4	-11	-21	-14	-5	16	-2	5	-0.3	-28
Cc1cccc(CN2CCCC(C(=O)N3CCc4ccccc4C3)C2)c1 (stereo unspecified)	4	-2	-19	-20	1	18	1	0	0.3	-20
CCc1cccc(NC(=O)Cc2cn(C)c3ccccc23)c1	-7	2	-90	-8	-2	9	-2	1	0.1	5
O=C(Nc1ccccc1Oc1ccsc1C(=O)O)c1ccccc1	-5	3	0	7	3	9	-2	3	0.3	-14
COCCn1cc(C(=O)NCCCOC(C)C)c2c3ccccc3n(C)c2c1=O	-6	7	-15	-11	1	2	8	-4	-1.1	-8
Cc1ccc(C)c(N2CCN(S(=O)(=O)c3ccc4c(c3)NC(=O)CO4)CC2)c1	0	3	8	6	14	10	4	1	-0.5	12
CC(C)CN(C(=O)COC(=O)CCSc1ccc(F)cc1)c1c(N)n(Cc2ccccc2)c(=O)[nH]c1=O	x	-3	x	-8	22	19	3	x	-0.1	-7
COc1ccc(/C=C/CN2CCN(Cc3ccccc3)C(CCO)C2)cc1 (stereo unspecified)	2	-4	11	-21	7	17	9	1	0.4	6
CCN1CCN(C(=O)CN2C(=O)c3cccc4cccc2c34)CC1	-3	6	-56	6	-3	13	5	-2	0.1	23
CC1CCC/C(=N\NS(=O)(=O)c2ccccc2)C1 (stereo unspecified)	5	-5	-7	-2	-6	-6	-4	0	0.7	-17
O=S(=O)(CCSc1nc2ccccc2s1)c1nc2ccccc2s1	4	62	-9	-24	14	-58	1	1	13*	95*
CCOC(=O)c1c(C)nc(C)c(C(=O)OCC)c1-c1ccc(O)c(OC)c1	-3	-5	-20	6	0	23	-5	-4	-0.6	11
C/C(N)=C(/C#N)C(=O)CSc1nncn1-c1ccccc1	-2	-6	-30	-18	0	36	-1	1	-0.2	12
COc1ccc(-c2cc(C(=O)NCCCN3CCOCC3)c3cc(C(C)C)ccc3n2)cc1	-1	-5	-26	-47	-5	18	4	0	-0.8	6
COc1ccc(/C(C)=N/N2C(C)CCCC2C)c(OC)c1 (stereo unspecified)	1	-3	-7	-3	-1	21	-1	-1	-1.5	4
CCCCN(C(=O)CCCc1nc2ccccc2s1)c1c(N)n(CCCC)c(=O)[nH]c1=O	-2	-5	12	8	-2	14	-1	3	0.1	-7
Cc1ccc(Cn2c(=N)n(CC(=O)c3ccc([N+](=O)[O-])cc3)c3ccccc32)cc1	-1	3	14	16	0	43	0	3	-0.5	5
CCC(=O)NCCN1CCN(C(=O)CC)CC1	2	3	-17	-3	6	27	-1	0	-0.4	6
O=C(Cc1ccccc1[N+](=O)[O-])NCc1ccc(Cl)cc1	4	16	-29	-94	-2	29	6	2	5.3	26
CC1CC(CC(C)C(=O)NC(=S)Nc2ccc(S(N)(=O)=O)cc2)C(=O)O1 (stereo unspecified)	-4	-6	-14	-5	-2	10	6	0	-0.4	-5
COc1ccc(CNC(=O)c2cccc(NC(=O)c3ccccc3)c2)cc1	-2	-12	6	4	3	26	2	-2	-0.5	1
CCOc1ccc(C(=O)NCC(c2cccs2)N(C)C)cc1 (stereo unspecified)	-7	5	-17	-17	-1	15	2	-4	0.4	18
Cc1ccc(C)c2c1cc(C)c1nnc(SCC(=O)Nc3cccc(C(=O)O)c3)n12	-1	-5	-42	0	8	9	10	-2	-0.2	-9
Cc1ccc(Cn2ccc(NC(=O)c3cc(C)on3)n2)cc1	2	1	-53	-36	-5	-20	0	2	0.7	10
COc1ccc2c(c1)c(C(=O)N/N=C/c1ccc(Cl)cc1)c(C)n2C	7	13	13	-10	11	41	-8	2	0.2	24
CCOc1ccc(N=NC2C(=O)N(C(N)=S)N=C2C)cc1 (stereo unspecified)	-2	25	-137	-142	0	-5	5	9	1.3	30
CCCCOCCCNS(=O)(=O)Cc1ccccc1	1	-2	-2	7	5	26	1	2	0.1	-11
Cc1c(C(=O)NCCSCc2ccc(F)cc2)cnn1-c1ccc(Cl)cc1	0	-6	0	2	2	-22	4	1	-0.3	20
CC(Oc1ccc2ccc(=O)oc2c1)C(=O)NC1CC(C)(C)NC(C)(C)C1 (stereo unspecified)	-3	1	-6	-18	2	27	-11	-4	-0.2	4
COc1ccc(-c2cc(C(=O)N(C)CCc3ccc(OC)c(OC)c3)c3ccccc3n2)cc1	-2	-12	-11	29	0	19	1	-3	0.3	-9
O=C(NC(=S)Nc1ccccn1)c1ccc(-c2ccccc2)cc1	3	-9	-81	-31	-10	8	5	8	-4.6	-2
O=C(N/N=C/c1cccc(Br)c1)c1ccc(N2CCCC2=O)cc1	12	-13	0	-31	1	36	2	-1	1.0	-15
CCCCn1c(N)c(N(CCC(C)C)C(=O)c2oc3ccc(OCC)cc3c2C)c(=O)[nH]c1=O	x	4	x	12	1	0	-7	x	-1.0	7
CCN(CC)S(=O)(=O)c1cccc(C(=O)N2CC(O)CC2C(=O)OC)c1 (stereo unspecified)	-2	5	-31	-10	-12	36	-7	-3	-0.2	15
CC(C)C1N=C2c3ccccc3N=C(SCC(=O)c3ccc(O)c(O)c3)N2C1=O (stereo unspecified)	4	2	12	-5	19	12	0	-5	-16	8
CCCn1c(C2CCCN2c2nc(-c3cccc(Br)c3)cs2)nc2ccccc21 (stereo unspecified)	4	16	-15	-93	38	11	5	-2	-0.4	19
O=C(CCN1CCN(c2ccccc2)CC1)c1ccc(Br)cc1	2	8	-19	9	0	16	3	1	1.7	11
COc1cc(C(=O)NCC2CCCO2)ccc1OCc1ccccc1 (stereo unspecified)	3	-3	-2	-5	-5	22	-12	3	0.3	7
CCCn1c(SCC(=O)Nc2ccccc2OC)nnc1-c1ccco1	35*	-14	39	2	-3	3	0	5	1.8	-26
O=C1CC(SCc2nc3ccccc3[nH]2)C(=O)N1c1ccc(F)cc1 (stereo unspecified)	7	5	18	4	16	26	14	1	0.0	7
c1ccc(-c2ccc3nnnn3n2)cc1	3	4	-5	-1	-5	4	3	8	-0.4	-2
COc1ccc(O)c(CNc2ccccc2F)c1	8	2	22	-18	-5	0	2	-3	-0.2	13

A second format for some results above.
CCOc1ccc(C(=O)NCC(c2cccs2)N(C)C)cc1 (stereo unspecified)
  IEC-6 tox: -7	HSF1 inhib: 5	KLF5 inhibitor: -17	aSyn 5UTR inh: -17	SKKanGAS inh: -1	AI-2 QS modul: 15	Platelet DG rel: 2	HSP90 inh: -4	HIF activator: 0.4	HSF-1 act: 18

CC1CCC/C(=N\NS(=O)(=O)c2ccccc2)C1 (stereo unspecified)
  IEC-6 tox: 5	HSF1 inhib: -5	KLF5 inhibitor: -7	aSyn 5UTR inh: -2	SKKanGAS inh: -6	AI-2 QS modul: -6	Platelet DG rel: -4	HSP90 inh: 0	HIF activator: 0.7	HSF-1 act: -17

(further entries)
SMILES	IEC-6 tox	HSF1 inhib	KLF5 inhibitor	aSyn 5UTR inh	SKKanGAS inh	AI-2 QS modul	Platelet DG rel	HSP90 inh	HIF activator	HSF-1 act
CCN(CC)CCOC(=O)c1ccc(NC(=O)CCNC(=O)Cn2ccc3ccccc3c2=O)cc1	4	-11	-10	6	-3	2	-2	3	-12	3
Fc1ccc(-c2cnc3n2CCCCC3)cc1	-1	-5	9	-6	1	9	0	2	0.0	7
COc1ccc(C)cc1NC(=O)CSc1nnc(-c2ccco2)n1N	-2	-1	-13	17	4	11	-6	-5	-0.2	8
O=C(NCCc1ccccc1F)C1CCC(=O)N(Cc2ccc(Cl)cc2)C1 (stereo unspecified)	-2	-2	-7	14	-7	16	-5	0	0.0	21
COc1ccc(/C=C(\NC(=O)c2ccc(Cl)cc2)C(=O)NCCCn2ccnc2)cc1OC	-4	-3	-2	3	-2	-1	3	-2	-0.3	9
c1ccc(OCCSc2nc3ccccc3o2)cc1	1	-61*	-6	-53	12	-80*	-2	-3	1.1	-69
CC(=O)OC(C)(C)C#CCN1CCCC1	-7	-4	-8	21	4	28	1	0	0.1	10
Cn1c(-c2ccc(F)cc2)cnc1SCC(=O)NNC(=O)Cc1ccccc1	2	1	-9	4	0	3	5	3	0.3	-6
c1csc(C2CCCN2c2nc3nonc3nc2NC2CC2)n1 (stereo unspecified)	7	0	-4	6	-4	13	-1	0	-0.2	2
CC12CN3CCN(CC(C3)/C1=N\NC(=O)Nc1cccc(Cl)c1)C2	-2	7	-10	-29	-3	7	8	2	1.0	2
COc1ccccc1C(=O)NCC(=O)NC1CCCc2ccccc21 (stereo unspecified)	-1	1	-17	4	-12	5	-4	0	0.3	7
C#CCOc1ccc(C2C3=C(COC3=O)Nc3cc4c(cc32)OCO4)cc1OC (stereo unspecified)	95*	-6	79*	132*	15	34	12	-1	-1.1	4
C[n+]1cnn2c1SCC1(COC1)C2	-2	-7	-38	9	-2	23	-5	1	-0.7	-2
O=C(O)CSCc1c(F)cccc1Cl	0	0	-14	9	-1	29	2	-3	0.3	-9
O=C(NCCNC(=O)c1ccccc1[N+](=O)[O-])c1ccccc1[N+](=O)[O-]	x	7	x	0	-5	-5	3	x	-0.6	31
OC(CN1CCN(c2ccccc2Cl)CC1)c1ccccc1 (stereo unspecified)	5	-8	-5	-31	3	25	-13	-4	0.1	10
COC(=O)c1ncn(C2OC(COC(C)=O)C(OC(C)=O)C2OC(C)=O)n1 (stereo unspecified)	-3	2	4	-30	-5	24	-4	-1	-0.1	0
O=c1c2c(c(-c3ccccc3)nn1Cc1ccccc1)CCCC2	-2	2	2	1	7	10	7	1	-0.2	2
COc1ccc(N2CCN(C(=O)CSc3nc4c(c(=O)n(C)c(=O)n4C)n3C(C)C)CC2)cc1	-4	-5	-19	16	8	10	2	5	0.6	-13
